CSM14.1 death rescue = rescue of cells from ER stress-induced death, primary screen, 384-well, CSM14.1, thapsigargin, ATP luminescence (AID 1222); CSM14.1 thapsigargin-induced death rescue, ATP luminescence; higher % means a stronger effect; cellular ATP content (survival), % at 20 µM; hits with a dose series show EC50 in µM; 190,000 tested, under 10 active;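 active means EC50 below 50 µM in the dose-response confirmation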;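 further: death triggered by thapsigargin at about 15 µM added after 2 h compound pretreatment; cell ATP read after overnight thapsigargin exposure of roughly 18 to 22 hours; normalized against plate controls of thapsigargin alone and 5% DMSO vehicle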
Yfh1-off respiration = enhancers of respiration in Yfh1-depleted yeast, dose response, Friedreich's ataxia, plus single-dose screen (AID 1465); S. cerevisiae Yfh1-off respiration, WST-1 reduction, 72 h; higher fold induction means a stronger effect; one-dose fold induction at 50 µM; EC50 in µM for titrated hits; 0.074% of 220,000 active;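 active means fold induction of absorbance versus untreated yeast above a set limit, then at least 30% activation at any dose in follow-up; inconclusive means repeats straddling the limit, or above it without dose testing; inactive means fold induction below the set limit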;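 further: activators that raise dye reduction in frataxin-depleted yeast; strong numbers were not always called active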
WT yeast gro inh = growth inhibition of WT strain, primary screen, mitochondrial fusion inhibitor project, WT and mutant strains, chemical genetic. 2.1% of 190,000 active. AID 1362, 2008. mitochondrial fusion phenotypic screen. inhibition, % at 10 µM; in the data active means inhibition above about 58%; tested in S. cerevisiae
UTI89 phage lysis = inhibition of K1F phage lysis, E. coli UTI89, bacterial capsule biogenesis inhibitors, alamar blue (AID 488966) | E. coli UTI89 K1F phage lysis, alamar blue, 2 h; higher % means a stronger effect | inhibition, % at 100 µM; hits with a dose series show IC50 in µM | 0.02% of 340,000 active;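 active means phage lysis inhibition, versus mean bacterial control, above a set limit; inconclusive means no clear call, values can overlap the other calls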;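 further: capsule biogenesis inhibitors block K1F phage lysis so surviving cells raise fluorescence; higher fluorescence means more inhibition of phage lysis; actives were called in the ten point dose series up to 300 µM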
RSV CPE inhibition = RSV antiviral activity via CPE protection, HEp-2 cells, primary 10 µM value included (AID 2391) | HEp-2 cells, RSV-induced CPE inhibition; higher % means a stronger effect | CPE inhibition, % at 10 µM, or IC50 in µM where a hit was titrated | 0.13% of 310,000 active; in the data active means a potency from the dose series; inconclusive means CPE inhibition mostly from about 23% at the one dose, without a potency; inactive means the rest, 99 in 100 with CPE inhibition below about 21%; further: strong numbers were not always called active
NS5 inhibitors = Dengue-2 NS5 methyltransferase inhibitors, primary screen, biochemical, confirmation dose response (AID 588689) | Genome polyprotein (Dengue virus type 2 (strain 16681-PDK53)) | Dengue-2 NS5 methyltransferase capping enzyme assay, biochemical; higher % means a stronger effect | inhibition, % at 25 µM; hits with a dose series show IC50 in µM | 0.3% of 340,000 active; in the data active means a potency from the dose series; inconclusive means inhibition above about 29% without an active follow-up result
Large T inhibition = SV40 large T antigen inhibitors, biochemical (AID 1903). inhibition, % at 20 µM, or IC50 in µM where a hit was titrated. 0.39% of 310,000 active. SV40 large T antigen ATPase/helicase inhibition assay; higher % means a stronger effect; in the data active means a potency from the dose series; inconclusive means inhibition mostly from about 32% at the one dose, without a potency; inactive means the rest, 99 in 100 with inhibition below about 32%; further: strong numbers were not always called active
XIAP antagonists = XIAP antagonists, biochemical, IAP family, fluorescence polarization (AID 1018) | 0.007% of 200,000 active | displacement, % at 20 µM; hits with a dose series show IC50 in µM | E3 ubiquitin-protein ligase XIAP (Homo sapiens) | XIAP BIR domain, fluorescence polarization peptide displacement; higher % means a stronger effect; in the data active means displacement above about 50%; further: a part of the inactive calls stands beside numbers as strong as those of hits
West Nile virus CPE = West Nile virus antiviral activity, cell-based, CPE readout (AID 1621); one-dose CPE inhibition, % at 10 µM; IC50 in µM for titrated hits; 0.02% of 290,000 active; West Nile virus-infected cells, CPE inhibition; higher % means a stronger effect; in the data active means a potency from the dose series; inconclusive means CPE inhibition mostly from about 3.7% at the one dose, without a potency; inactive means the rest, 99 in 100 with CPE inhibition below about 2.2%; further: strong numbers were not always called active
WT yeast gro inh mutant strain = recorded beside WT yeast gro inh, whose call it bears; inhibition, %; mitochondrial fusion phenotypic screen, mutant strain inhibition
* marks the source's active call; other numbers are inactive results; i = inactive; ? = inconclusive; . = no result given; [ ] = dose if it differs, or a comment. An unsorted share of the library, and some 2.2% of all compounds hit somewhere here.

SMILES | CSM14.1 death rescue | Yfh1-off respiration | WT yeast gro inh | WT yeast gro inh mutant strain | UTI89 phage lysis | RSV CPE inhibition | NS5 inhibitors | Large T inhibition | XIAP antagonists | West Nile virus CPE
O=C(O)COCCN1CCN(C(c2ccccc2)c2ccc(Cl)cc2)CC1 (stereo not drawn) | -0.1% | i | 2 | 7 | 1.0% | 2.9% | -2% | 1% | 1.6% | 2.0%
COc1ccc(-n2cc(-c3ccccc3)[nH]c2=S)c(OC)c1 | . | . | . | . | 0.2% | 4.3% | -17% | 21% | . | -0.3%
S=C(Nc1ccccc1)N(CCN1CCOCC1)Cc1cccc(Cl)c1 | -0.7% | i | 3 | 15 | 0.4% | 1.0% | -4% | 10% | -5.8% | -0.9%
COc1ccc(NC(=O)c2nc3ccccc3s2)cc1 | -3.1% | i | 5 | -8 | 0.3% | 18% | -8% | 1% | -1.8% | -0.2%
COc1ccc(NS(=O)(=O)/C=C/c2ccccc2)cc1 | -1.5% | i | 6 | -8 | 0.8%[50 µM] | 1.5% | 0% | 9% | -3.2% | 0.2%
O=C(CCCOc1ccc(Cl)cc1Cl)NNC(=O)c1ccc(NC(=O)c2ccccc2)cc1 | -2.2% | i | 4 | 7 | 8.1% | 0.3% | -1% | 4% | -5.4% | -0.3%
CC(C)(C)OC(=O)N1CCC[C@H]1c1nnc(SCc2ccc(Cl)cc2Cl)o1 | -2.2% | i | -21 | -5 | 0.1% | 4.8% | -8% | 22% | 0.7% | 0.8%
Cc1cc(/C(N)=N/OC(=O)c2ccc(Cl)cc2)no1 | . | i | . | . | . | 2.8% | . | 2% | . | 0.5%
O=C1CCc2cc(S(=O)(=O)NC(Cc3ccccc3)C(=O)NC3CCCC3)ccc2N1 (stereo not drawn) | 0.2% | i | 12 | -6 | 1.4% | 0.0% | 0% | 1% | -4.0% | -0.6%
CCn1c(C)c(C(C)=O)c(NCc2ccccc2)nc1=S | 3.2% | i | 4 | 0 | 0.0% | -1.3% | 0% | 6% | -8.6% | 0.1%
CC(=O)Nc1ccc(S(=O)(=O)/N=C2\C(=O)c3ccccc3C([O-])=C2n2cc[n+](-c3ccccn3)c2)cc1 | . | i | . | . | 0.3%[50 µM] | -0.3% | 23% | 11% | . | 0.8%
COc1cc(CNC(=O)c2ccc3c(c2)S(=O)(=O)c2ccccc2C3=O)cc(OC)c1 | . | i | . | . | 1.3% | 2.0% | -5% | 22% | . | -0.6%
O=C(NC1CCCCCC1)c1cc(S(=O)(=O)N2CCOCC2)ccc1F | . | . | . | . | 0.2% | 2.7% | -11% | 12% | . | -0.6%
Cc1ccc(N/N=C2\CS(=O)(=O)N(C)c3ccsc32)cc1 | -2.2% | i | 52 | 48 | 2.6% | 0.4% | 2% | 7% | -14% | -0.3%
CCOc1ccc(NC(=O)CC2C(=O)N(CC)C(=S)N2CCNC(C)=O)cc1 (stereo not drawn) | 2.4% | i | -2 | -13 | 1.0%[50 µM] | 1.6% | -3% | 0% | -1.6% | -0.3%
Cc1ccc(S(=O)(=O)N(CC(=O)NCc2ccncc2)Cc2ccc(F)cc2)cc1 | . | . | . | . | -0.1% | 3.6% | -9% | 6% | . | -1.7%
CCOC(=O)/C(C#N)=C1/C=CN(c2ccc(C)cc2)C=N1 | 0.3% | i | 15 | 4 | 2.0% | -1.5% | 0% | 11% | -0.2% | -0.5%
O=C(CN1CCCCC1)Nc1cccc(Cl)c1 | 0.0% | i | 7 | 6 | 0.3% | 0.4% | -6% | 5% | -4.7% | -0.4%
NC(=O)C1CCN(C(=O)c2ccc3c(=O)n(Cc4ccco4)c(SCC(=O)c4ccc(F)cc4)nc3c2)CC1 | -0.5% | i | -21 | -1 | . | 2.0% | . | 0% | -5.3% | -0.2%
O=C1c2ccccc2C(=O)N1c1cccc(-c2nc3ccccc3o2)c1 | -3.4% | i | -7 | 3 | 0.3% | 2.3% | 2% | 5% | -25% | 0.4%
CCC1=NN=C(c2ccc(F)cc2)C(c2c[nH]c3ccccc23)N1O (stereo not drawn) | -0.2% | i | 16 | 7 | 0.3% | 1.6% | -7% | 17% | 1.6% | 0.3%
COc1cc2c3c(c1)c(C1=NC(=S)NC1=O)c(O)n3C(C)(C)C=C2C | -0.4% | i | -7 | 5 | 0.1% | 1.9% | 5% | 3% | -8.0% | 1.0%
Cc1ccc(-n2nc3c(=O)n(CCCC(=O)NCCN4CCN(C)CC4)nc(C)c3c2C)cc1 | . | . | . | . | -1.9% | -0.5% | -8% | 2% | . | 1.2%
CCOC(=O)CN1C(=O)N[C@@H](c2ccccc2)C(C(C)=O)=C1C | -0.7% | i | 11 | 9 | 3.6% | 2.8% | -6% | 6% | -4.8% | -0.4%
N#Cc1ccc(C(=O)Nc2ccc(S(=O)(=O)NC3=NCCCCC3)cc2)cc1 | -0.1% | i | 3 | 7 | -0.3% | -1.1% | 3% | 2% | -1.7% | -0.3%

(next part)
SMILES | CSM14.1 death rescue | Yfh1-off respiration | WT yeast gro inh | WT yeast gro inh mutant strain | UTI89 phage lysis | RSV CPE inhibition | NS5 inhibitors | Large T inhibition | XIAP antagonists | West Nile virus CPE
CC(=O)OCC(=O)[C@@]1(O)CC[C@H]2[C@@H]3CCC4=CC(=O)CC[C@]4(C)[C@H]3C(=O)C[C@@]21C | . | i | . | . | 3.7% | 1.6% | 0% | 12% | . | 0.4%
O=C(CN1C(=O)CCC1=O)Nc1nc(-c2ccc3ccccc3c2)cs1 | -1.7% | i | -2 | -8 | 0.2% | 2.9% | -7% | 6% | -10% | -0.7%
O=C(CN1CCc2ccccc21)NC(c1ccccc1)c1ccccc1 | -2.4% | i | -13 | -20 | 0.5%[50 µM] | 3.2% | -8% | -2% | -5.7% | -0.6%
NCCSc1c(-c2ccccc2)[nH]c2ccccc12 | -4.1% | i | 4 | 13 | 4.3% | -1.3% | -3% | 7% | -6.8% | -0.1%
CC(C)(C)c1ccc(C(=O)NC(=S)NCC2CCCO2)cc1 (stereo not drawn) | 1.2% | i | 15 | -22 | 5.6%[50 µM] | 14% | 2% | 7% | -2.9% | -0.6%
Cc1c(NC(=O)C2CC(c3c(F)cccc3Cl)=NO2)c(=O)n(-c2ccccc2)n1C (stereo not drawn) | . | i | 17 | 17 | 0.5% | 0.5% | -1% | 2% | -9.7% | -0.2%
COC(=O)c1cc(OC)c(OC)cc1NC(=O)c1cc(-c2ccccc2)nc2ccccc12 | 3.2% | . | -59 | -39 | 5.8% | 1.1% | 0% | 7% | -1.0% | .
CC1Cc2ccccc2N1CC(=O)NC(=O)NC(C)(C)C (stereo not drawn) | 5.1% | i | 6 | 2 | 1.2% | 2.8% | -6% | 10% | -7.4% | -0.1%
CC(=O)c1cc(C#N)c(NCc2cc(-c3ccccc3)no2)nc1C | . | i | -18 | 1 | -0.2% | 1.8% | -1% | 26% | -6.4% | 0.7%
Cc1ccc(C(CNS(=O)(=O)c2ccc([N+](=O)[O-])cc2)N2CCN(C)CC2)cc1 (stereo not drawn) | . | . | . | . | -1.0%[50 µM] | -2.2% | -8% | 3% | . | .
Cc1cccc(S(=O)(=O)NCCNS(=O)(=O)c2cccc(C)c2)c1 | . | . | . | . | 0.7% | 3.0% | -3% | 11% | . | -0.2%
CC1(C)CC(=O)C(Sc2nnc(-c3ccc(O)cc3)n2CC2CCCO2)C(=O)C1 (stereo not drawn) | -1.1% | i | 0 | -37 | 5.0% | 0.5% | -7% | 15% | -3.4% | 0.3%
O=C(Cc1ccc([N+](=O)[O-])cc1)Nc1ccc2c(c1)C(=O)NC2=O | -1.3% | i | -14 | 11 | 0.3% | -0.3% | -1% | 20% | -5.9% | -0.1%
Cc1sc(-n2c(C)ccc2C)c(C#N)c1C | 1.7% | i | 11 | 9 | 0.9% | 0.8% | -10% | 18% | -0.6% | -0.3%
O=C(Nc1ccc(F)cc1F)C1CCCN(c2ncnc3c2nc2n3CCCCC2)C1 (stereo not drawn) | . | . | . | . | 0.2% | ? | 2% | 16% | . | 0.4%
Cn1cccc1Cc1nnc(SCC(=O)NCc2ccccc2Cl)n1-c1ccc(F)cc1 | 1.6% | i | 13 | 4 | 3.2% | -1.9% | -1% | 9% | -3.0% | -0.2%
CCOc1ccc(-c2cn3ccccc3n2)cc1 | -5.1% | i | 41 | 43 | 0.2% | -1.5% | -2% | -1% | 1.5% | 0.1%
CC1CCN(C(=O)c2cc(-c3ccco3)on2)CC1 | . | . | . | . | -0.4% | 4.3% | -20% | 7% | . | -0.6%
CN1C(C(=O)NCc2ccccc2)CC2Cn3c(nc4cc5ccccc5cc43)C21 (stereo not drawn) | . | i | . | . | 0.6% | 0.4% | 1% | 9% | . | -0.6%
CCOc1ccc(-c2nc(S(=O)(=O)c3ccccc3)c(NCc3cccnc3)o2)cc1 | -2.0% | i | -12 | -11 | 0.1% | 1.4% | -7% | 4% | -5.6% | -0.2%
O=C(CN1CCN(Cc2ccc3c(c2)OCO3)CC1)N1CCc2[nH]c3ccccc3c2C1 | 0.9% | i | 7 | 1 | . | . | . | 7% | -5.4% | -0.4%
CC1=C(C(=O)Nc2ccc(F)c(F)c2)C(c2cccs2)NC(=S)N1 (stereo not drawn) | 7.6% | i | -9 | -5 | 0.8% | 1.4% | 6% | 32% | -4.2% | -1.3%
Cc1ccc(S(=O)(=O)N2CC(C)N(S(C)(=O)=O)C2)cc1 (stereo not drawn) | . | . | . | . | 0.8% | -0.3% | -2% | 3% | . | 0.2%

Assay outcomes deposited in PubChem BioAssay by several laboratories.
